C8 TRAIL sens = caspase-8 TRAIL sensitization | NB7+C8 cells + TRAIL, ATPlite viability luminescence | inhibition (viability loss, TRAIL sensitization), % at 10 µM | 360,000 compounds, 1% hits | AID 624354;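 active = compounds causing at least 50% loss of cell viability in the single-dose screen, relative to plate controls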
KKLEB cytotox = counter-screen for CF NF-kB inhibitors: cytotoxicity; KKLEB CF airway cells viability, ATPlite luminescence, overnight; hits give low values; cells stimulated with P. aeruginosa culture filtrate; activity change (cytotoxicity), % at 5 µM; 360,000 compounds, 0.36% hits; AID 602141;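 active = corrected activity change at or below -50% at 5 µM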
LRH-1 inv ag = suppresses constitutive activity of human LRH-1; O00482; HEK293T StAR-luciferase reporter, LRH-1 transfected, 24 h; inhibition, % at 3.6 µM; 360,000 compounds, 0.13% hits; AID 602396;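 active = inhibition above the mean inhibition of all tested compounds plus 3 SD, cut at about 73% in these data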;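 note: 0% = DMSO wells and 100% = reporter-only cells lacking LRH-1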
Target sequence (O00482 whole entry, looked up): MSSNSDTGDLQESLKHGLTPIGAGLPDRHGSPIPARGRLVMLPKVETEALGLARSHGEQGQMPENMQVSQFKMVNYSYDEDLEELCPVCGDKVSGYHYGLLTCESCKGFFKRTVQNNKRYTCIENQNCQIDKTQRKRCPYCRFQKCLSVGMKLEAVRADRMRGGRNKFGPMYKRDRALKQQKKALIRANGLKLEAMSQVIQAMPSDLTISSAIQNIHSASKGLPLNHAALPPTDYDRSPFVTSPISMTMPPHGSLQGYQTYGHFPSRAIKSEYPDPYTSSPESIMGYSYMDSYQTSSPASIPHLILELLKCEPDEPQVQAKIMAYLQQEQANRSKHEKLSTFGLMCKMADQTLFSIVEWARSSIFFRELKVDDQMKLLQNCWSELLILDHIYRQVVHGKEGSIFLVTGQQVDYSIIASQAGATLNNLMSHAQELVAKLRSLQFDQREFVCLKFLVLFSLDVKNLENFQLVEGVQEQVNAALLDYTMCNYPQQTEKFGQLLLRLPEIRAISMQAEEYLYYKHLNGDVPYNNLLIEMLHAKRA
COUP-TFII inh = inhibitors of human COUP-TFII (NR2F2) | P24468 | HEK293T NGFI-A luciferase reporter, luminescence | inhibition, % at 8.6 µM | 370,000 compounds, 0.7% hits | AID 686940;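 active = inhibition above a per-plate cutoff, mean inhibition of test wells between control levels plus 3 SD, cut at about 38% in these data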;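 note: cells cotransfected with COUP-TFII expression vector driving the NGFI-A reporter; 0% = median of COUP-TF2 test wells and 100% = reporter-only cells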
Target sequence (P24468 whole entry, looked up): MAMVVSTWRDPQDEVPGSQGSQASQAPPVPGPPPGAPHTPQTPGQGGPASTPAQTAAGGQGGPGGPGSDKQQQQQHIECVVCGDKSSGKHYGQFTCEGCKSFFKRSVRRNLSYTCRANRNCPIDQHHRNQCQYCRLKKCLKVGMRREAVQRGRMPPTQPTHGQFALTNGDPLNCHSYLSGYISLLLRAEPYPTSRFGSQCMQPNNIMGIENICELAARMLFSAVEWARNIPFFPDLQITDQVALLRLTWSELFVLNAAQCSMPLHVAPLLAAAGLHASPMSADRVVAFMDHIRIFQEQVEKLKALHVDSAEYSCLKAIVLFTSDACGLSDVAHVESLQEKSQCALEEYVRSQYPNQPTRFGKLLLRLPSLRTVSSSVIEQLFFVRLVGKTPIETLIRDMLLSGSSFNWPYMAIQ
SRC1 inh = human NCOA1 inhibition. 360,000 compounds, 0.12% hits. HEK293 GAL4-SRC1 luciferase reporter, luminescence. inhibition, % at 3.6 µM;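 active = inhibition above the campaign mean plus 3 SD, with each screening campaign given its own cutoff, cut at about 60% in these data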;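 note: 0% = DMSO treated cells and 100% = gossypol at 36 µM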
TWEAK Fn14 block = inhibitors of TWEAK-Fn14 interaction signaling. inhibition, % at 10 µM. TWEAK-stimulated Fn14 reporter cells, luciferase luminescence, 8 h. 360,000 compounds, 2% hits; in the data active = inhibition above about 50%
TROY signal inh = blocks TROY-dependent signaling in reporter cells; 360,000 compounds, 0.98% hits; Q293 LMP1-TROYcd NF-kB luciferase reporter, 4 h; inhibition, % at 10 µM;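 active = compounds whose plate-normalised and pattern-corrected inhibition of the luciferase reporter signal at the single screening dose is 50% or more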
Shn3 inh set2 = Schnurri-3 reporter inhibition in Clone20 osteoblasts. Clone20 osteoblast Shn3 3'UTR firefly luciferase, 24 h. inhibition, % at 12.5 µM. 360,000 compounds, 0.52% hits. AID 588674;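 active = mean inhibition of at least 75% with every replicate also reaching 75%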;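 note: 0% = median of neutral control wells and 100% = pilot-screen positive control compound; some compounds past the cut are filed as inactive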
CF NFkB inh = cystic fibrosis NF-kB activation inhibition. KKLEB NF-kB-GFP reporter, PAF-induced, GFP fluorescence overnight. inhibition, % at 5 µM. 360,000 compounds, 0.86% hits. AID 588850;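 active = at least 50% inhibition at 5 µM, scaled per plate between neutral and stimulator controls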;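 note: PAF is a Pseudomonas aeruginosa culture filtrate used as stimulus; plate controls were PAF-stimulated DMSO wells for no effect and unstimulated DMSO wells for full effect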
EBV LMP1 NFkB = Epstein-Barr LMP1 NF-kappaB reporter inhibition | 350,000 compounds, 0.69% hits | AID 504558 | LMP1-induced NF-kappaB luciferase reporter cells, luminescence | inhibition, % at 12.5 µM; in the data active = inhibition above about 41%;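 note: 0% = neutral control wells and 100% = reference inhibitor control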
SRC3 inh = inhibitors of human steroid receptor coactivator 3 (SRC3); Q9Y6Q9; HEK293 GAL4-SRC3 luciferase reporter, luminescence; inhibition, % at 3.6 µM; 360,000 compounds, 0.17% hits; AID 588352;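 active = inhibition above a per-campaign cutoff, the mean of all compounds plus 3 SD, cut at about 60% in these data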;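 note: 0% = DMSO-treated cells and 100% = gossypol-treated cells at 36 µM; higher means less SRC3-driven luciferase light from the GAL4 reporter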
The depositor's hits bear a star; . = no result given.

SMILES	C8 TRAIL sens	KKLEB cytotox	LRH-1 inv ag	COUP-TFII inh	SRC1 inh	TWEAK Fn14 block	TROY signal inh	Shn3 inh set2	CF NFkB inh	EBV LMP1 NFkB	SRC3 inh
CC(C)Cc1nc(Nc2ccc(S(=O)(=O)N3CCCC3)cc2)c2nnn(Cc3ccccc3)c2n1	-20	2	12	11	-3	34	17	40	2	5	11
O=c1[nH]nc(-c2ccc(F)cc2)cc1Cc1ccc(F)cc1	21	-17	7	-2	-12	-12	-18	13	17	4	6
Cc1ccc(S(=O)(=O)N2CCCCC2)cc1NC(=O)Cc1cccs1	7	11	9	8	0	4	14	-24	0	8	23
Cc1coc2c(C)c3oc(=O)c(CCC(=O)N4CCC(C(=O)NCCCC(=O)O)(c5ccccc5)CC4)c(C)c3cc12	-46	-5	-15	-2	-2	-4	10	-18	-6	11	5
O=C(O)CC(CC(=O)O)(C(=O)O)c1ccccc1	-9	-2	3	-3	-10	-15	12	18	0	0	10
COc1ccc(C(CNc2ccc(S(C)(=O)=O)cc2[N+](=O)[O-])N(C)C)cc1OC (stereo not drawn)	18	7	-9	0	16	-19	4	-16	-3	-4	10
O=c1[nH]cc(N=Cc2cc(Cl)cc(Cl)c2O)c(=O)[nH]1	-15	9	-5	2	5	40	-4	7	0	-5	6
CCCCC(=O)Nc1ccc(NC(=O)C(C)C)cn1	-1	2	-21	-8	-20	-14	-8	-60	-12	-7	-10
O=C(CC1Sc2ncnn2C1=O)Nc1ccc(Br)cc1 (stereo not drawn)	-9	-5	10	25	12	9	-11	2	7	-6	15
O=S(=O)(Nc1ccc2c(c1)OCCO2)c1cnc[nH]1	-7	-7	8	-7	6	47	24	-6	0	-3	7
COc1ccc2c(c1)C(c1ccc(C)o1)=NNC(c1ccccc1)=N2	-7	9	-65	-15	-23	-16	-12	1	5	43*	-16
Cc1cc(C)cc(NC(=S)N2CCC(c3nc4ccccc4s3)CC2)c1	-14	6	-15	-8	-33	-10	13	31	15	7	-13
CC(C)(C)OC(=O)[C@H](Cc1ccccc1)NC(=O)c1[nH]cnc1C(=O)Nc1ccc(Cl)cc1	24	-2	-8	-11	-6	-11	-3	32	16	0	4
CC(=O)NC(Cc1ccc(F)cc1)C(=O)NC1CCN(C(=O)Nc2ccc(F)cc2)CC1 (stereo not drawn)	-11	10	5	-7	-4	5	5	2	11	-1	-4
CN1CCN(S(=O)(=O)c2cccc(S(=O)(=O)c3cccc(S(=O)(=O)N4CCN(C)CC4)c3)c2)CC1	3	-3	0	14	6	-7	-14	4	5	0	-3
COC(=O)c1ccc(C(=O)OC)c(NC(=O)CN(c2ccc3c(c2)OCO3)S(C)(=O)=O)c1	2	0	3	1	8	23	57*	-11	-18	2	21
O=C(COC(=O)/C=C/c1cccs1)Nc1nc(-c2ccccc2)cs1	5	6	18	-22	-28	-6	-3	-17	-16	-10	-17
COC(=O)[C@]1(C)N[C@H](CN(C)C(=O)Nc2ccc(OC)cc2)[C@@H]2C(=O)N(C)C(=O)[C@@H]21	4	6	10	-5	4	-11	-24	8	7	1	0
COC(=O)C1=C(CCc2ccccc2)NC(=O)NC1c1ccc(Cl)cc1 (stereo not drawn)	-9	1	2	3	-14	22	-5	-1	0	-5	14
CC#CCNCc1ccccc1	13	4	-20	-21	-18	-8	-14	-21	9	-2	-13
Cc1c(Cl)cccc1NC(=O)CSc1ccc(-c2cccnc2)nn1	-4	-6	-6	5	7	-10	3	.	-4	4	-1
CCn1c(SCC(=O)Nc2ccc3c(c2)n(C)c(=O)n3C)nnc1-c1ccncc1	27	13	12	-6	9	8	-11	10	-5	-11	1
O=C(COC(=O)c1ccccc1NC(=O)c1ccco1)Nc1ccc2c(c1)OC(F)(F)O2	-5	-4	9	11	1	-22	11	-12	-16	7	0
C=CCNC(=O)NC(=O)COC(=O)CNS(=O)(=O)c1ccc(F)c(F)c1F	-3	5	3	8	-67	4	4	6	-5	-8	11
CCOC(=O)c1c(CN2CCOCC2)n(-c2ccccc2)c2cc(Br)c(O)cc12	-18	-16	0	7	7	40	14	41	23	-11	-12
Cc1c(NC(=O)c2ncn[nH]2)cccc1-c1nc2ccccc2s1	18	0	2	9	-8	-1	-20	-23	-13	-5	0
CCN1CCN(c2cc(N3CCN(C(=O)c4ccco4)CC3)c3c4c(onc24)-c2ccccc2C3=O)CC1	5	17	23	.	1	3	19	9	15	-7	18
CC1CCCC(C)N1S(=O)(=O)c1ccc(NC(=O)CNCC2CCCO2)cc1 (stereo not drawn)	-10	14	5	17	-93	5	1	6	-5	12	1
c1ccc(CN2CCC3CC2c2cc(N4CCCCC4)ccc23)cc1 (stereo not drawn)	3	0	19	-12	9	-5	-15	4	-16	7	-31
NC(=O)C1CCN(C(=O)C(Cc2ccccc2)NC(=O)c2ccccc2)CC1 (stereo not drawn)	-7	2	27	13	-10	1	-3	-4	10	1	5
COc1cc2[nH]c(C)c(-c3ccccc3)c(=O)c2cc1Cl	17	.	2	3	.	9	-14	.	.	.	.
Cc1sc2nc(SCC(=O)NCc3ccco3)n(CCc3ccccc3)c(=O)c2c1C	5	1	-1	-7	-15	13	12	71	-6	-12	8
CCC(=O)N1CCc2cc(S(=O)(=O)CCC(=O)NCCc3ccc(OC)c(OC)c3)ccc21	-3	0	10	9	-9	2	-10	-7	-4	1	15
CS(=O)(=O)N1CCN(C(=O)c2csc3ccccc23)CC1	-14	3	-9	1	5	3	9	24	0	6	-12
O=C(c1ccc2oc(CCc3ccccc3)nc2c1)N1CCC(O)CC1	3	0	-171	-19	-94	49	58*	-54	-26	-9	-75
COC(=O)c1ccc(COC(=O)C2CC(O)CN2S(=O)(=O)c2ccc([N+](=O)[O-])cc2)cc1 (stereo not drawn)	1	15	8	-10	-15	-17	-7	-1	-3	-9	-12
COc1ccc(NC(C)=O)cc1NC(=O)CSc1nnc(C2CCCCC2)n1N	-16	20	8	3	-8	9	-2	-9	-41	-6	16
COC(=O)C1=C(C)NC2=C(C(=O)CCC2)C1c1cn(Cc2ccc(Br)cc2)nc1-c1ccccc1 (stereo not drawn)	-8	-3	4	14	5	6	0	18	1	13	1
CN=C1SC(CC(=O)Nc2cccc(Cl)c2Cl)C(=O)N1C (stereo not drawn)	-6	-6	-8	12	-10	2	8	6	14	-4	10
Cn1cnnc1SCC(=O)Nc1c(F)cc(F)cc1Br	-6	13	4	16	-23	-5	-19	-51	-20	3	9
COc1ccccc1Nc1nc(-c2cccc([N+](=O)[O-])c2)nc2ccccc12	18	7	3	2	4	-4	-21	17	-12	3	15
Cc1ccc(/C=C2\C(=N)N3N=C(CC(=O)N4CCCCC4)SC3=NC2=O)cc1	-3	12	10	13	12	6	20	-10	-8	-2	-20
C=CCN1C(=O)C(C)(C)N(C(=O)c2cccc([N+](=O)[O-])c2)c2ccccc21	9	13	8	21	-5	11	1	31	0	-6	-42
Cn1nnnc1-c1cc(Cl)cc(Cl)c1	4	-6	14	-5	-20	3	0	4	6	2	19
Cc1noc(C)c1NC(=O)Nc1ccc2c(c1)C(=O)N([C@H](C)CO)C[C@H](C)[C@@H](CN(C)S(=O)(=O)c1c(C)noc1C)O2	-6	-6	9	-13	-6	0	-17	-13	13	-4	6
N#CC(c1ccccc1F)(c1ncc(C(F)(F)F)cc1Cl)N1CCOCC1 (stereo not drawn)	1	-7	14	2	17	-16	-3	-4	12	-2	24
Cc1ccc(NC(=O)CO/N=C(\N)c2nonc2N)cc1C	-9	3	16	-6	-14	9	14	26	2	0	14
O=S(=O)(Nc1cccc2nsnc12)c1ccccc1	-4	7	7	10	0	-24	5	4	6	5	16
CC(=O)N1CCN(c2nc(N)c(C#N)c(CC#N)c2C#N)CC1	2	9	0	12	-4	-8	4	6	-18	0	1
O=C(CN1CCC(NC(=O)c2ccccc2Cl)CC1)NCc1ccccc1	6	6	7	-3	7	14	15	-6	0	0	0
CC(=O)Nc1ccc(S(=O)(=O)N2CCN(S(=O)(=O)c3ccccc3)CC2)cc1	-23	0	-10	-6	-20	-10	3	3	7	-7	3
Clc1ccc(Cn2cccc2C2=NCCO2)cc1	-1	-4	14	9	5	0	-5	6	4	-8	18

15 neighbouring entries from above:
SMILES	C8 TRAIL sens	KKLEB cytotox	LRH-1 inv ag	COUP-TFII inh	SRC1 inh	TWEAK Fn14 block	TROY signal inh	Shn3 inh set2	CF NFkB inh	EBV LMP1 NFkB	SRC3 inh
O=C(c1ccc2oc(CCc3ccccc3)nc2c1)N1CCC(O)CC1	3	0	-171	-19	-94	49	58*	-54	-26	-9	-75
COC(=O)c1ccc(COC(=O)C2CC(O)CN2S(=O)(=O)c2ccc([N+](=O)[O-])cc2)cc1 (stereo not drawn)	1	15	8	-10	-15	-17	-7	-1	-3	-9	-12
COc1ccc(NC(C)=O)cc1NC(=O)CSc1nnc(C2CCCCC2)n1N	-16	20	8	3	-8	9	-2	-9	-41	-6	16
COC(=O)C1=C(C)NC2=C(C(=O)CCC2)C1c1cn(Cc2ccc(Br)cc2)nc1-c1ccccc1 (stereo not drawn)	-8	-3	4	14	5	6	0	18	1	13	1
CN=C1SC(CC(=O)Nc2cccc(Cl)c2Cl)C(=O)N1C (stereo not drawn)	-6	-6	-8	12	-10	2	8	6	14	-4	10
Cn1cnnc1SCC(=O)Nc1c(F)cc(F)cc1Br	-6	13	4	16	-23	-5	-19	-51	-20	3	9
COc1ccccc1Nc1nc(-c2cccc([N+](=O)[O-])c2)nc2ccccc12	18	7	3	2	4	-4	-21	17	-12	3	15
Cc1ccc(/C=C2\C(=N)N3N=C(CC(=O)N4CCCCC4)SC3=NC2=O)cc1	-3	12	10	13	12	6	20	-10	-8	-2	-20
C=CCN1C(=O)C(C)(C)N(C(=O)c2cccc([N+](=O)[O-])c2)c2ccccc21	9	13	8	21	-5	11	1	31	0	-6	-42
Cn1nnnc1-c1cc(Cl)cc(Cl)c1	4	-6	14	-5	-20	3	0	4	6	2	19
Cc1noc(C)c1NC(=O)Nc1ccc2c(c1)C(=O)N([C@H](C)CO)C[C@H](C)[C@@H](CN(C)S(=O)(=O)c1c(C)noc1C)O2	-6	-6	9	-13	-6	0	-17	-13	13	-4	6
N#CC(c1ccccc1F)(c1ncc(C(F)(F)F)cc1Cl)N1CCOCC1 (stereo not drawn)	1	-7	14	2	17	-16	-3	-4	12	-2	24
Cc1ccc(NC(=O)CO/N=C(\N)c2nonc2N)cc1C	-9	3	16	-6	-14	9	14	26	2	0	14
O=S(=O)(Nc1cccc2nsnc12)c1ccccc1	-4	7	7	10	0	-24	5	4	6	5	16
CC(=O)N1CCN(c2nc(N)c(C#N)c(CC#N)c2C#N)CC1	2	9	0	12	-4	-8	4	6	-18	0	1

This is a subset (hit frequency here may not be typical).
